FBW7 activator: activators of human E3 ligase FBW7. Q969H0. AlphaScreen FBW7–phospho-cyclin E peptide binding, activator screen. normalized activity (activation), % at 26.1 µM. hit rate 0.13% among 650,000. AID 1259310; in the data active = normalized activity above about 1.9%;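 also: purified mutant Fbw7 with reduced substrate affinity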
Target sequence (Q969H0 whole entry, looked up): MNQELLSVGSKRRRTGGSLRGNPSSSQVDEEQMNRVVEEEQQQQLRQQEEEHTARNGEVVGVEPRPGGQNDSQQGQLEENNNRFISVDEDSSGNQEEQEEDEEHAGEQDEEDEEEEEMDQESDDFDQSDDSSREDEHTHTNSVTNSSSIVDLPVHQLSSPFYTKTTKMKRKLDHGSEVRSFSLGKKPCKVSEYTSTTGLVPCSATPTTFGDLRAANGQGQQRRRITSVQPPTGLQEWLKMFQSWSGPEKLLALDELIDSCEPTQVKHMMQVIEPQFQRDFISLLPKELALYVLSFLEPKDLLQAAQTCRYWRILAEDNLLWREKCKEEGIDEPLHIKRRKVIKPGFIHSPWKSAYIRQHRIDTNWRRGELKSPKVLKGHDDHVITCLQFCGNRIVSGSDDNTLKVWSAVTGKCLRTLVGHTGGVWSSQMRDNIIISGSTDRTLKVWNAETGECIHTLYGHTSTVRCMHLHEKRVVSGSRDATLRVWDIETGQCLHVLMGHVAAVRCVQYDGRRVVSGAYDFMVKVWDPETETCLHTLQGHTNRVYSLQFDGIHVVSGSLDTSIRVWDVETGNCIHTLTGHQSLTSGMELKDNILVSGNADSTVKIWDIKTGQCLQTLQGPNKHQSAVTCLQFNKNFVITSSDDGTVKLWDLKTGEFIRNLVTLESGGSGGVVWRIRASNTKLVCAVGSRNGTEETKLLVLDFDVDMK
TEAD-YAP block: TEAD-YAP interaction inhibition; HEK-TIYL cells, TEAD-Gal4/YAP UAS-luciferase luminescence; inhibition, % at 9.12 µM; hit rate 1.4% among 640,000; in the data active = inhibition above about 32%;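 also: 0% = median of test compound wells and 100% = reference inhibitor wells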
GPR151 ag: activators of human GPR151; Q8TDV0; PathHunter beta-arrestin GPR151 cells, luminescence; activation, % at 11.2 µM; hit rate 1% among 650,000; in the data active = activation above about 4.9%;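 also: 0% = median of compound wells and 100% = cells with positive control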
Target sequence (Q8TDV0 whole entry, looked up): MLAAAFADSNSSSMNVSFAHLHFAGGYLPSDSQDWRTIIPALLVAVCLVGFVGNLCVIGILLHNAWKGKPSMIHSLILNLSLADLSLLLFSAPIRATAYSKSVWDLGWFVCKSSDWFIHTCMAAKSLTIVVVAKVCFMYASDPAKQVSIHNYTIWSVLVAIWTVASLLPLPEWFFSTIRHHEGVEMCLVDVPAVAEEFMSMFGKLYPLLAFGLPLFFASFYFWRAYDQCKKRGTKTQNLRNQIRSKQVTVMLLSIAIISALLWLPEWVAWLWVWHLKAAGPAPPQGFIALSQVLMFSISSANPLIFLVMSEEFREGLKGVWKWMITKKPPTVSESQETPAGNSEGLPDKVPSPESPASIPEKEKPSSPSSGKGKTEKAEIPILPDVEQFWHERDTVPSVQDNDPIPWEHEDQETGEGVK
MITF primary: human MITF inhibition, primary screen; hit rate 0.91% among 650,000; AlphaScreen MITF homodimerization, bead proximity signal; inhibition, % at 2.6 µM; in the data active = inhibition above about 50%;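 also: 0% = vehicle wells with protein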
Numbers without * were called inactive; & = joins results of further samples.

Below each compound: FBW7 activator	TEAD-YAP block	GPR151 ag	MITF primary
COC(=O)c1cc(C=O)c2ccc3ccccc3n12
    0.7	0	-1.1	-3
CCN=c1scc(C)n1/N=C/c1ccc2c(c1)OCO2
    -0.1	-14	-1.9	4
CCOc1ccc(NC(C)C(=O)N/N=C/c2ccc(C)o2)cc1 (stereo not given)
    0.1	2	-0.9	3
COc1ccc(C(=O)NCc2n[nH]c(=S)n2C)cc1OC
    0.0	-5	0.1	-4
CCSCCOC(=O)C1=C(C)NC2=C(C(=O)CC(c3ccccc3OC)C2)C1c1cc(OC)c(OC)c(OC)c1 (stereo not given)
    0.2	2	-0.9	-14
CC(=O)Nc1ccc2cnn(-c3cccc(C(=O)NCCN4CCOCC4)c3)c2c1
    0.1	3	-0.6	8
Cc1nc(SCC(N)=O)c(C#N)c(C)c1C
    -0.2	3	2.4	-7
Nc1cc(C(=O)OCC(=O)Nc2ccc(S(N)(=O)=O)cc2)ccc1Cl
    -0.1	-7	-1.0	-7
O=C(Nc1ccc(-c2noc(-c3cccs3)n2)cc1)c1ccco1
    0.7	1	-0.6	-7
CC(=O)c1c(C)[nH]c(C(=O)CSc2nnnn2-c2ccc(C)cc2C)c1C
    -0.1	2	1.1	0
COc1ccc(CCNC(=O)C(=O)Nc2cccc(C(F)(F)F)c2)cc1OC
    -0.2	-6	4.4	-1
Cc1cc(C)nc(Nc2cc(C(F)(F)F)ccc2Cl)n1
    -0.1	1	-1.9	-6
CN1CCN(C2CC(=O)N(c3ccc(C(=O)O)cc3)C2=O)CC1 (stereo not given)
    0.8	-2	1.2	25
CC(C)(CO)NC(=O)c1cc(COc2ccc(F)cc2F)on1
    0.0	-5	-0.4	12
COc1ccccc1CCNC(=O)C1CN(C(=O)COc2ccccc2F)C1
    0.0	-8	2.4	-7
COc1cccc(CN2CCN(Cc3cccc4ccccc34)CC2)c1
    0.1	2	1.7	77*
CCOc1ccc(NS(=O)(=O)c2ccc(C)c(C(=O)O)c2)cc1
    -0.1	3	1.3	0
CCCc1c(O)nc(SCc2ccccc2)[nH]c1=O
    -0.1	2	0.2	12
O=C(c1ccc(N2CCC(NC3CCOC3)CC2)cc1)N1CCc2ccccc2C1 (stereo not given)
    0.0	2	0.5	-6
Cc1cccc(NC(=O)CSC(N)=O)c1C
    -0.1	9	2.0	-5

The listing continues:
Below each compound: FBW7 activator	TEAD-YAP block	GPR151 ag	MITF primary
Cn1c(=O)n(C)c2cc(S(=O)(=O)ON3C(=O)c4ccccc4C3=O)ccc21
    -0.1	-2	-0.8	-5
COc1ccc(-c2cc(OC(=O)c3ccc(Cl)cc3)cc3sc(=O)oc23)cc1
    -0.1	-1	0.1	-3
CCN1/C(=C\C(=O)C2CC2)Sc2ccccc21
    0.0	2	0.0	16
Cc1ccc(N2C(=O)C(O)=C(S(=O)(=O)c3ccc(C)cc3)C2c2ccccc2)cc1 (stereo not given)
    0.0	-1	0.0	9
O=C(Cn1c(=O)oc2cc(Cl)ccc21)N1CCN(c2cccc(C(F)(F)F)c2)CC1
    -0.1	1	-1.1	-1
CC1CN(CCCOc2ccc([N+](=O)[O-])cc2)CC(C)O1 (stereo not given)
    -0.8	11	1.5	7
CC(C)Cn1cc(C(=O)NCc2ccc3c(c2)OCO3)c2c3ccccc3n(C)c2c1=O
    0.2	11	0.2	1
O=C(Nc1nnc(-c2ccc(Br)cc2)s1)c1ccccc1Cl
    0.1	4	-0.7	7
CCOC(=O)c1c(-c2ccccc2)oc2c1cc(OC(=O)c1ccccc1C)c1ccccc12
    0.1	-1	0.8	-7
COc1ccccc1OCC(=O)NCC1CCCN(C(=O)CSc2nc(C)cs2)C1 (stereo not given)
    -0.1	-6	-0.3	-9
COc1ccc(CN2CCCC(C(=O)Nc3ccc(OC)c(OCC(C)C)c3)C2)cc1OC (stereo not given)
    0.1	-3	0.0	5
CCN(C1=C(N2CCCC2)C(=O)c2ccccc2C1=O)c1ccccc1
    -1.0	0	-0.8	69*
COc1ccc2oc(=O)c(C(=O)Nc3cc(C(F)(F)F)ccc3Cl)cc2c1
    0.1	-4	2.2	4
CO[C@H]1/C=C/O[C@@]2(C)Oc3c(C)c(O)c4c(O)c(c(/C=N\N5CCN(C)CC5)c(O)c4c3C2=O)NC(=O)/C(C)=C\C=C\C(C)[C@H](O)[C@@H](C)[C@@H](O)[C@@H](C)[C@@H](OC(C)=O)[C@@H]1C (stereo not given in full)
    -0.1	2	-1.5	-14
CCN(CC)c1ccc(CNC(CC(=O)O)c2c[nH]c3ccccc23)cc1 (stereo not given)
    0.0	10	0.6	-4
NNC(=O)Cn1cc(C(F)(F)F)ccc1=O
    -0.2	9	0.7	7
CCN(CC)c1nc(N)nc(N2CCc3ccccc3C2)n1
    -0.1	-1	1.3	-11
Cc1cc(C(=O)NC2CCCCC2)no1
    0.0	1	-0.5	6
COc1ccc(Nc2nc3c([nH]2)c(=O)[nH]c(=O)n3C)cc1
    0.0	3	-0.2	14
COc1ccc(-c2nnc3ccc(SCC(=O)N4CCc5ccccc54)nn23)cc1
    -0.3	-15	1.3	-3

Following part:
Below each compound: FBW7 activator	TEAD-YAP block	GPR151 ag	MITF primary
CCCC(=O)Nc1ccc(NC(=O)c2cccnc2)cc1
    0.2	4	-0.1	13
Cc1ccc(C)c(NC(=O)CSc2nnnn2C)c1
    -0.1	-1	-0.4	1
COc1cccc(-n2c(=S)sc3c(=O)n(-c4ccccc4C)c(SCC(=O)NCc4ccco4)nc32)c1
    0.0	-16	1.9	-6
Cc1cccc(C(=O)N2CCN(c3nc(C)cc(N4CCN(C)CC4)n3)CC2)c1
    0.1	5	-1.2	7
COc1ccc(C(=O)N/C(N)=N/c2nc3ccccc3o2)cc1
    -0.1	-9	-0.2	-6
Cc1ccccc1NC(=S)NNC(=O)CNC(=O)C12CC3CC(CC(C3)C1)C2
    0.1	-2	0.8	-3
O=C(O)C1CCCN(S(=O)(=O)c2cccnc2)C1 (stereo not given)
    -0.1	-12	-1.7	-3
COC(=O)c1ccc(Nc2nnc(-c3ccc(C(=O)NCCO)cc3)c3ccccc23)cc1
    0.1	7	-1.9	4
CCCCNc1cc(-c2cccc(OC)c2)ncn1
    1.2	65*	-4.4	11
CCOC(=O)CCC(=O)N1CCN(C(=O)[C@@H]2C[C@H]2c2ccc3c(c2)OCO3)CC1
    -0.1	-4	1.6	6
CS(=O)(=O)N(CC(=O)N1CCN(Cc2ccccc2)CC1)c1cccc(Cl)c1
    -0.1	0	0.9	7
COCCSc1ccccc1C(=O)Nc1ccc(F)c(Cl)c1
    -0.1	-1	-1.9	-9
CC1=C(C(=O)OCc2ccccc2)C(c2ccc(C)o2)C2=C(CC(c3ccco3)CC2=O)N1 (stereo not given)
    -0.1	21	0.5	11
O=C(CNC(=O)c1ccccc1O)N=Nc1c(O)[nH]c2ccccc12
    -0.1	9	-0.8	7
Cc1cccc(NS(=O)(=O)c2ccc(Cl)cc2)n1
    -0.1	4	0.5	-12
Cc1ccc(NC(=O)CN2c3cccc4cccc(c34)S2(=O)=O)cc1Cl
    -0.1	7	-1.0	-10
CCN1CCN(c2ccc3cccc(-c4cccc(C#N)c4)c3n2)CC1
    0.2	1	-0.8	5
COc1cc(/C=N/NC(=O)CNC(=O)c2cccc(F)c2)ccc1OC(=O)c1ccccc1
    0.1	5	0.2	-5
COc1cccc(/C=C(\C#N)C(=O)Nc2ccc(NC(C)=O)cc2)c1OC
    -0.1	-3	-0.1	-1
O=C(Nc1cccc(Cl)c1)c1cc(S(=O)(=O)NCCc2ccc(Cl)cc2)ccc1F
    -0.2	6	-0.3	-14

Rewritten as labelled records: four of the compounds above.
> Cc1cccc(C(=O)N2CCN(c3nc(C)cc(N4CCN(C)CC4)n3)CC2)c1
  FBW7 activator = 0.1
  TEAD-YAP block = 5
  GPR151 ag = -1.2
  MITF primary = 7

> O=C(O)C1CCCN(S(=O)(=O)c2cccnc2)C1 (stereo not given)
  FBW7 activator = -0.1
  TEAD-YAP block = -12
  GPR151 ag = -1.7
  MITF primary = -3

> COc1ccc(C(=O)N/C(N)=N/c2nc3ccccc3o2)cc1
  FBW7 activator = -0.1
  TEAD-YAP block = -9
  GPR151 ag = -0.2
  MITF primary = -6

> Cc1ccc(NC(=O)CN2c3cccc4cccc(c34)S2(=O)=O)cc1Cl
  FBW7 activator = -0.1
  TEAD-YAP block = 7
  GPR151 ag = -1.0
  MITF primary = -10

Remaining list, next part
Below each compound: FBW7 activator	TEAD-YAP block	GPR151 ag	MITF primary
CCOC(=O)N1CCc2c(sc(NCc3ccccn3)c2C(=O)Nc2ccc(OC)cc2OC)C1
    -0.6	48*	-1.2	-1
CCOCC(=O)Nc1cc(-c2cn3nc(OC)ccc3n2)ccc1F
    0.0	68*	-5.7	-10
O=C(Nc1ccc(Cl)c(Cl)c1)c1ccc(F)c(S(=O)(=O)NC2CCCC2)c1
    0.1	10	-0.5	14
CCOc1cc(C(=O)OC)cc(OCC)c1OCC
    -0.1	7	-0.3	-6
CCCC1=NN(C(=O)C(O)c2ccccc2)C(O)(C(F)(F)F)C1 (stereo not given)
    -0.1	-4	-0.2	-3
Oc1ccc(-c2n[nH]c(C(F)(F)F)c2-c2cscn2)c(O)c1
    0.7	6	1.8	21
O=S(=O)(c1ccc(Cl)s1)N1CCN(c2ncccn2)CC1
    0.2	4	0.2	10
CCC(C)c1ccc2oc(-c3ccc(NC(=O)c4ccc(OC)c(Cl)c4)cc3)nc2c1 (stereo not given)
    -0.1	5	2.4	4
Cc1cccc2c(=O)c(NC(=O)N3CCn4cnnc4C3)c[nH]c12
    0.0	-8	-0.4	2
NS(=O)(=O)c1ccc(-c2cc(-c3ccccc3)c(=O)[nH]n2)cc1
    0.0	-6	-1.1	-5
CC(Oc1ccccc1Br)C(=O)Nc1sc2c(c1C(N)=O)CCCC2 (stereo not given)
    -0.1	8	1.4	0
CC(C)=CC(=O)Nc1cccc([N+](=O)[O-])c1
    0.1	-26	-3.6	7
COc1ccc(NC(=O)c2ccc([N+](=O)[O-])o2)cc1OC
    0.4	6	-0.8	3
COc1c(C2=NNC(O)(C(F)(F)F)C2)c(O)c(OC)c2occc12 (stereo not given)
    1.5&0.0	14&17	1.0&2.9	-6&2
CN(c1ccc(C(=O)NCc2ccccc2)cc1)S(C)(=O)=O
    1.0	2	-0.9	10
Cc1ccc(-c2nn3c(C)nnc3c3ccccc23)cc1S(=O)(=O)NCc1ccco1
    0.1	-2	1.3	-3
COc1ccc(C2CC(=O)C3=C(C2)Nc2ccccc2NC3c2ccc(OC)cc2OC)cc1 (stereo not given)
    -0.3	-9	1.4	6
CC1=C(C(=O)Nc2ccccc2C(F)(F)F)C(c2ccccn2)C2=C(CC(C)(C)CC2=O)N1 (stereo not given)
    -0.2	2	0.4	-1
COC(=O)c1cc(Cl)c(NC(=O)Cc2ccccc2)cc1OC
    -0.4	-10	0.9	-8
Cc1cccc(NC(=O)CSc2nnc(CNC(=O)COc3ccc(Cl)cc3)n2-c2ccc(Cl)c(Cl)c2)c1
    0.5	2	0.7	10

Single values from the list.
In TEAD-YAP block, `COc1ccc(C2CC(=O)C3=C(C2)Nc2ccccc2NC3c2ccc(OC)cc2OC)cc1` (stereo not given) has -9
In GPR151 ag, `CCCC1=NN(C(=O)C(O)c2ccccc2)C(O)(C(F)(F)F)C1` (stereo not given) has -0.2
In MITF primary, `NS(=O)(=O)c1ccc(-c2cc(-c3ccccc3)c(=O)[nH]n2)cc1` has -5
In MITF primary, `Cc1cccc(NC(=O)CSc2nnc(CNC(=O)COc3ccc(Cl)cc3)n2-c2ccc(Cl)c(Cl)c2)c1` has 10

(more compounds)
Below each compound: FBW7 activator	TEAD-YAP block	GPR151 ag	MITF primary
O=C(Nc1cccc2ccccc12)NC1CCCCC1
    -0.2	-7	3.4	18
COCCNC(=O)C1CCCN(S(=O)(=O)c2ccc3c(c2)oc(=O)n3C)C1 (stereo not given)
    -0.2	-3	1.7	-3
Cc1ccnc(N2C(=O)C3C4CC(C(Br)C4Br)C3C2=O)c1 (stereo not given)
    0.6	-4	0.6	-12
COc1ccc(Cc2nnc(SCC(=O)N3CCCC3)o2)cc1
    0.0	-1	1.1	5
CCCCC1=NN2C(=N)/C(=C/c3ccc(OCCOc4cc(C)cc(C)c4)cc3)C(=O)N=C2S1
    0.2	3	-0.4	7
COC(=O)C1CC(=O)N(C23CC4CC(CC(C4)C2)C3)C1c1ccc(Br)cc1 (stereo not given)
    -0.2	-2	-0.8	-9
CC1=C(C(=O)OC2CCCCC2)C(c2cc([N+](=O)[O-])ccc2Cl)C2=C(CCCC2=O)N1 (stereo not given)
    0.0	14	-0.3	-5
CCC(C)[C@H](NC(=O)c1ncccc1Oc1nc(OC)cc(OC)n1)C(=O)OC (stereo not given in full)
    0.0	7	-1.1	-2
CNS(=O)(=O)c1ccc(Sc2ccc(S(=O)(=O)NC)cc2)cc1
    0.1	25	-0.2	1
COc1ccc(CN2CCN(S(=O)(=O)c3ccc(OC)cc3)CC2)cc1
    -0.2	2	-1.3	26
NC(=O)c1ccc(N2CCCCC2)c(N2C(=O)c3ccccc3C2=O)c1
    -0.1	2	-0.8	-9
COc1ccc(OC)c(/C=C2\SC(N3CCCCCC3)=NC2=O)c1
    0.1	-5	-0.6	-11
Cc1cc(=O)oc2cc(OCC(=O)O)ccc12
    0.0	1	-0.4	7
CCC(C)(C)n1nnnc1C(c1ccccc1)N1CCN(C)CC1 (stereo not given)
    0.2	-3	2.6	11
Nc1ccc(C(=O)OCC(=O)c2ccc3c(c2)-c2ccccc2C3)cc1[N+](=O)[O-]
    -0.1	-7	-0.8	-8
COc1cccc(C2=N/C(=C\c3ccc(SC)cc3)C(=O)O2)c1
    -0.1	-2	0.6	6
COC(=O)c1cc(C(=O)n2cnc3cc(C)c(C)cc32)cc([N+](=O)[O-])c1
    0.2	-5	-1.1	8

Source: PubChem (The Scripps Research Institute Molecular Screening Center)
